# Source: PubChem
# NR2E3 ag-1 – activates human photoreceptor nuclear receptor NR2E3. 320,000 tested, 0.12% active. Q9Y5X4. AID 2300. inhibition of corepressor binding, % at 4.78 µM. GST-NR2E3/biotin-RetCOR TR-FRET, 1536-well;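 active = percent inhibition above the cutoff of mean plus 3 SD of all tested compounds, set per screening campaign, cut at about 20% in these data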;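 also: 0% = DMSO wells and 100% = biotin wells as full block of FRET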
# Target sequence (Q9Y5X4 whole entry, looked up): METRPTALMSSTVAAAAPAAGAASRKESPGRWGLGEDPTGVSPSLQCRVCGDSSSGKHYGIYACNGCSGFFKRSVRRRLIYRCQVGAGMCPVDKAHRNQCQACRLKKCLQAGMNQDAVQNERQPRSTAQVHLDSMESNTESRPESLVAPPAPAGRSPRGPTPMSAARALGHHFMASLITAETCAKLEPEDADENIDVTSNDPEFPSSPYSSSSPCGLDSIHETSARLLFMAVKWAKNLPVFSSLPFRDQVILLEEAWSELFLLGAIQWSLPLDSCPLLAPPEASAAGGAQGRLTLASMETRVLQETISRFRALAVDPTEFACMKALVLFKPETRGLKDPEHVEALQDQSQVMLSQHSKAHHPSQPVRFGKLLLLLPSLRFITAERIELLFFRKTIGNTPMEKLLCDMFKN
#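 System: GST-tagged NR2E3 plus biotinylated RetCOR corepressor; Amount: 1.35 nM GST-tagged NR2E3 final; Dosing: single nominal compound dose of 4.8 µM; Schedule: 5 h incubation at 4 °C; Technique: TR-FRET with europium anti-GST and streptavidin-D2, 340 nm excitation; Controls: biotin wells as high control, 0.6% DMSO wells as low control.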
# Peg3 promoter – inhibitors of Peg3 promoter. inhibition, % at 20 µM. 360,000 tested, 1.7% active. HeLa PEG-Prom luciferase reporter, luminescence, overnight;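 active = inhibition of at least 50% at 20 µM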
# MITF TRPM1 inh – reduces MITF-dependent TRPM1 promoter luciferase signal; 330,000 tested, 0.83% active; SK-MEL-5 TRPM1 promoter luciferase, 24 h; AID 488899; inhibition, % at 12.5 µM;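 active = mean inhibition across replicates of 60% or more, whatever share of single replicates reaches that level; inconclusive = some that reach 60%, reason not given; inactive = mean inhibition across replicates below 60%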; also: values of inactives mirror those of a sister screen read the other way
# HIF-2a inh – inhibitors of HIF-2a. 786-0 RCC cells HIF-2a reporter, luciferase luminescence, overnight. inhibition, % at 18.8 µM. 360,000 tested, 0.72% active. AID 624352;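 active = inhibition of the luminescence signal of 40% or more relative to plate controls, in a single-dose primary screen at 18.75 µM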
# NR2E3 ag-2 – agonists of human NR2E3 nuclear receptor. AID 602229. 360,000 tested, 0.35% active. CHO-S Gal4-NCOR/VP16-NR2E3 two-hybrid, luciferase. inhibition of corepressor binding, % at 3.98 µM;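 active = inhibition above the mean of all tested compounds plus 3 SD, cut at about 70% in these data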;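 also: 0% = DMSO with NR2E3 transfected cells and 100% = cells lacking NR2E3 construct; higher means lower luciferase signal from less NR2E3 corepressor binding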
# Cardio protect – myocardial damage modulation in H9c2 cells | H9c2 cardiomyocytes, H2O2 injury protection, ATPLite, 2 h | protection from H2O2 cell death, % at 20 µM | 360,000 tested, 0.63% active;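 active = compounds giving at least 50% protection of heart cells from peroxide-induced death in the single-dose screen, raw or plate-pattern-corrected value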;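 also: 0% = DMSO wells with peroxide and 100% = DMSO wells without peroxide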
# Shn3 inh set2 – inhibitors of Schnurri-3 3'UTR reporter in osteoblasts; Clone20 osteoblast Shn3 3'UTR firefly luciferase, 24 h; inhibition, % at 12.5 µM; 360,000 tested, 0.52% active; AID 588674;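 active = mean inhibition of at least 75% with every replicate also reaching 75%; inconclusive = mean inhibition at least 75% but some replicate below; inactive = mean inhibition below 75%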;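 also: 0% = median of neutral control wells and 100% = pilot-screen positive control compound; some compounds past the cut are filed as inactive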
# m5-HT2A agonist – mouse HTR2A agonism via beta-arrestin recruitment; CHO-K1 mHTR2A beta-arrestin complementation, luminescence; percent of 30 µM serotonin response; activation, % at 7.6 µM; 360,000 tested, 0.66% active; AID 624169;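 active = activation above a run cutoff, the mean activation of all tested compounds plus 3 SD, cut at about 14% in these data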;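 also: 0% = plate median of compound wells and 100% = 30 µM serotonin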
# PDI turbidity – inhibitors of human protein disulfide isomerase; 350,000 tested, 0.052% active; PDI insulin aggregation turbidity, A650, 90 min; P07237; AID 588391; inhibition, % at 10 µM;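 active = mean inhibition across replicates of 30% or more, whatever share of single replicates reach that level; inconclusive = mean inhibition below 30% while every single replicate reaches 30%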;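 also: absorbance from insulin aggregation driven by PDI reduction with DTT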
# Target sequence (P07237 whole entry, looked up): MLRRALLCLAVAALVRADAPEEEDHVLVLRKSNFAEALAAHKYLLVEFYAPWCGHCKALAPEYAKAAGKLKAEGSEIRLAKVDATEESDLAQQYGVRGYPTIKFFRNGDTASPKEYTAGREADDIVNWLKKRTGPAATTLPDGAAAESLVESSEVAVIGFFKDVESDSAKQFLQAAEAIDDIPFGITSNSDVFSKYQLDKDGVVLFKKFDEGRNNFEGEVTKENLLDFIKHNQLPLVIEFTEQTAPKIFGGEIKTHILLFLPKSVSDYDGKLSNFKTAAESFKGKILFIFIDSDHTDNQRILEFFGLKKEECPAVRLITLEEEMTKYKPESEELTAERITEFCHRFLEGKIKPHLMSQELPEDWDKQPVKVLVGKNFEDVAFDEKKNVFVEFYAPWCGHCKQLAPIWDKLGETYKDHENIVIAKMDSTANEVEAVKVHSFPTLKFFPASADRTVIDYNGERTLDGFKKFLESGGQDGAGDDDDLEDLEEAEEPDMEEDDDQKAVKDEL
# CaV13 ICDI inh – Primary screen for inhibitors of IQ motif and Ca2+-dependent inactivation inhibitor domain binding in CACNA1D, Förster resonance energy transfer in living cells, …. inhibition, % at 12.3 µM. HEK cells, CFP/YFP FRET ICDI-IQ, plate reader, 10 min; percent FRET-ratio fall versus neutral wells. AID 743397. 340,000 tested, 0.098% active;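 active = mean replicate inhibition of at least 30% and at least 1% of replicates passing that level; inconclusive = only one of the two criteria is met; inactive = neither criterion is met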;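 also: 0% = median of the neutral control wells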
# hiPSC survival – increases survival of single human iPS cells; hiPSC single-cell survival, ATPlite luminescence; 100% = ROCK inhibitor wells, 0% = DMSO; survival enhancement, % at 20 µM; 360,000 tested, 0.044% active; in the data active = survival enhancement above about 18%;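 also: cells exposed to compounds for 16 hours before the ATP read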
# An asterisk follows results filed as active; ? = inconclusive; . = not tested or not shown.
compound	Cardio protect	m5-HT2A agonist	hiPSC survival	Peg3 promoter	HIF-2a inh	NR2E3 ag-1	NR2E3 ag-2	PDI turbidity	MITF TRPM1 inh	CaV13 ICDI inh	Shn3 inh set2
CCOc1ccc(C2/C(=C(\O)c3ccc4c(c3)OCCO4)C(=O)C(=O)N2CCN2CCOCC2)cc1OCC (stereo not given)	0.5	0.0	-0.2	-3.0	0.4	0.5	-2.0	-2.6	1.4	-2.8	-22.4
CCOc1ccc(-c2cnc(N)n2C)cc1	9.9	2.0	0.1	2.4	-20.4	1.8	7.1	-0.3	-3.8	-2.1	-17.9
CC(C)(C)NC(=O)NC(=O)CN1CCCCC1	-6.3	4.0	-0.9	-0.9	1.4	2.3	12.1	7.8	1.3	7.4	3.1
Nc1ccc(C(=O)c2ccc3c(c2)OCCO3)cc1N	-3.6	-0.7	-1.3	-128.5	-151.3	2.0	-63.0	-1.9	-4.4	-7.3	-34.4
COc1ccc(C2(O)CCN(C(=O)c3ccc4c(c3)OCO4)CC2)cc1	-11.1	3.7	0.4	-21.3	-2.6	4.5	-9.3	12.3	-3.7	-4.1	-25.6
C=CCOc1ccc(C(c2c(C)n(C)n(-c3ccccc3)c2=O)c2c(C)n(C)n(-c3ccccc3)c2=O)cc1	2.6	-6.0	0.4	-2.9	-12.9	2.8	-10.4	1.5	-7.6	-3.0	3.8
O=C(N/N=C/c1ccco1)c1ccc(NC(=O)C2CC2)cc1	-0.8	-1.1	-0.3	-0.7	3.7	-2.4	-10.4	23.1	-3.9	-5.2	10.7
COc1ccc(CNC(=O)Cc2csc(NC(=O)Nc3ccccc3OC)n2)cc1	29.7	-7.3	-0.5	-0.1	-25.4	5.7	-10.2	-1.9	-3.8	-6.0	15.6
CCC(=O)N1c2ccccc2NC2=C(C(=O)CCC2)C1c1ccccc1 (stereo not given)	-1.7	1.4	-0.8	-3.1	1.0	0.2	-4.8	-0.4	9.7	-6.3	5.3
COc1ccc(-n2cnc3cc(NCc4cccs4)ccc32)cc1	10.0	-1.7	2.3	-86.4	-71.7	-1.3	-61.0	0.9	-29.9	-1.3	-20.6
COc1cccc(-c2nnc(SCC(N)=O)n2-c2ccc(Cl)cc2)c1	-0.3	8.5	-2.4	12.9	2.1	4.3	-21.4	-14.8	6.3	-7.4	8.6
Cc1n[nH]c(C)c1S(=O)(=O)N(CC(=O)N1CCc2ccccc21)c1ccc(C(C)C)cc1	-5.7	2.2	1.1	6.9	11.7	1.4	-3.6	-3.1	20.6	7.7	7.6
O=C(Nc1ccccc1)N1CCCN(c2ccc(C(F)(F)F)cc2[N+](=O)[O-])CC1	-6.8	-7.0	0.5	4.7	20.2	-1.0	28.6	-8.3	-0.3	-4.2	.
Nc1nc2n(n1)C(c1cccs1)CC(c1ccccc1)N2 (stereo not given)	6.4	4.3	4.7	0.2	-35.4	4.3	3.9	-4.2	0.4	.	-5.9
Cc1cc(NC(=O)CC(F)(F)F)n(-c2ccccc2)n1	3.4	-2.7	-1.0	12.2	7.9	-0.5	-9.8	13.7	-11.7	-13.0	4.9
Cc1ccc(/C(O)=C2/C(=O)C(=O)N(c3ccccn3)C2c2ccc(F)cc2)cc1 (stereo not given)	6.3	3.3	-0.2	-93.7	-177.4	6.0	-10.5	3.0	-27.2	-5.7	-19.3
COc1cc(NS(=O)(=O)c2ccc(NC(=S)NC(=O)c3ccccc3)cc2)nc(OC)n1	-1.9	3.9	-0.5	-19.1	7.7	5.9	11.6	-1.0	8.9	-4.7	-9.3
CC(C)OC(=O)CSc1nnc(-c2cccnc2)n1Cc1ccccc1	2.4	4.0	-0.3	1.4	7.0	0.1	-6.3	-11.1	-9.9	-7.7	16.6
CCN(CC)S(=O)(=O)c1ccc(N2CCCC2)c(C(=O)Nc2ccc(OC)c(Cl)c2)c1	-3.2	-0.5	-2.0	16.7	25.3	-2.6	-12.5	1.3	3.1	-6.1	19.2
CCOc1ccc2[nH]cc(C(=O)NCCCN3CCOCC3)c(=O)c2c1	0.4	-2.4	0.6	19.5	8.2	1.5	6.7	1.7	8.0	2.7	-2.2
O=C(NNc1ncnc2c1cnn2-c1ccccc1)c1cccs1	11.9	-1.5	-0.8	-29.1	-69.1	3.0	-67.5	-0.9	10.7	0.4	-40.9
Cc1onc(-c2ccccc2)c1C(=O)N1CCN(Cc2ccc3c(c2)OCO3)CC1	0.7	-3.0	-2.2	9.1	8.5	-0.6	7.2	-3.2	5.4	-2.8	13.7
Cc1ccc(S(=O)(=O)N2CCCCC2)cc1C(=O)NC1CCCCC1	-2.2	-5.0	-0.4	17.8	10.0	1.2	-21.1	2.9	-1.4	-7.4	1.7
CCCc1cc(-c2ccc(O)c(OCC)c2)c(C#N)c(N)n1	-1.0	10.3	-2.6	12.6	-6.6	-0.3	15.2	-5.7	-0.6	10.8	8.9
COCCCNC(=O)c1ccc(C2SCC(=O)N2Cc2ccco2)cc1 (stereo not given)	4.5	-1.8	-0.4	15.6	17.1	1.6	11.6	-0.2	-0.2	3.7	-8.4
CC1CN(S(=O)(=O)c2ccc(F)cc2)C(C)N1C(=O)N1CCOCC1 (stereo not given)	-1.8	-1.6	0.1	9.6	15.6	0.1	-8.2	13.5	-3.3	-2.4	-44.2
Cc1ccc(CC2CC(=O)N(c3nc4ccccc4n3C)C2=O)cc1 (stereo not given)	28.3	3.4	-0.5	-0.1	5.0	0.6	-3.8	6.4	-5.6	-3.2	-3.1
COc1ccc(-c2cc(NC=O)c3ncc(-c4cccc(C(F)(F)F)c4)n3c2)cc1OC	17.4	-5.2	3.3	29.4	-5.3	.	-0.8	-1.3	.	-4.2	-28.0
CCN1C(=O)c2cccc3c(S(=O)(=O)N(C(C)=O)c4ccc(OC(C)=O)cc4)ccc1c23	24.1	-4.0	-0.3	26.8	-3.5	.	-7.1	-21.4	6.0	-15.7	6.9
O=C(CN1C(=O)COc2ccccc21)NCc1ccccn1	2.4	3.8	3.5	-13.7	3.8	4.7	-12.4	-1.4	-11.7	-5.6	-3.3
c1ccc(C2CCC(N3CCN(c4ccccc4)CC3)CC2)cc1 (stereo not given)	-3.2	-4.1	0.0	-6.4	11.4	1.6	0.5	-3.9	-8.6	.	-1.0
CNC(=O)c1cccc2cccc(Sc3ccccc3C(=O)O)c12	1.6	0.0	-0.4	2.1	9.4	-1.8	-5.8	-1.7	1.7	-15.8	12.4
COc1ccc(/C=N/Nc2nc(C(=O)O)cs2)cc1	0.5	-1.9	-0.5	-70.0	-0.6	0.1	-64.2	1.9	22.7	-20.3	-32.7
COC(=O)c1ccccc1NC(=O)CSc1n[nH]c(-c2ccco2)n1	0.0	3.2	1.1	-2.4	14.7	-0.1	-13.5	-3.8	14.2	-2.9	-5.5
CCOC(=O)Cc1csc(NC(=O)Cc2ccc(Cl)cc2)n1	-5.1	3.1	-0.4	17.8	5.9	2.6	1.9	-8.0	-7.3	-4.9	6.0
CCCC[C@H](CN[C@@H](CNC)[C@H](C)CC)NCCC12CCC(CC1)C2	-20.7	6.7	-7.3	102.2*	-7.4	-0.5	13.2	4.6	93.5*	-11.5	?
CC(=O)c1ccc(N2CCN(C(=O)C3CCCN(S(=O)(=O)c4cnc[nH]4)C3)CC2)cc1 (stereo not given)	1.2	1.2	1.2	-15.6	-28.1	0.2	-8.4	6.8	-8.7	-4.0	-21.7
COc1ccc(C(=O)Nc2ccc3ccccc3c2)cc1	-19.1	-4.7	-0.9	-139.4	-54.7	0.9	-115.5	-2.1	2.2	-19.7	24.5
NS(=O)(=O)c1ccc(N2N=C(c3ccccc3)CC2c2ccccc2)cc1 (stereo not given)	-4.6	-3.3	-1.9	11.3	16.7	-1.0	7.3	2.7	-3.2	-5.1	2.0
FC(F)(F)c1ccc(Cl)c(-n2c(-c3cc(-c4ccco4)[nH]n3)n[nH]c2=S)c1	2.9	-3.4	0.5	7.5	16.2	3.0	-23.7	-4.8	12.2	-3.9	3.1
CCOC(=O)N1CCC(NC(=O)c2cccs2)CC1	-0.8	2.7	0.3	23.0	16.1	-1.1	29.6	-3.6	2.6	6.9	-19.7
CCCOc1ccc(C(=O)NC(=S)NNC(=O)c2c(-c3ccccc3)noc2C)cc1	8.8	-0.4	1.3	9.5	10.3	1.6	-51.7	-2.2	-8.2	-3.6	47.6
CC1CCC2(CC1)NC(=O)N(CC(=O)Nc1sc3c(c1C(N)=O)CCC3)C2=O (stereo not given)	1.4	-1.9	-1.5	18.5	9.0	2.7	-16.7	-2.6	-7.0	-4.5	3.9
FC(F)(F)c1cccc(NC(=S)NC2CCCC2)c1	-11.6	-1.9	-0.6	6.1	-36.0	0.2	4.3	3.9	3.7	-4.8	-4.7
CC(=O)c1c(C)[nH]c(C(=O)OCC(=O)Nc2ccc(Cl)c(S(=O)(=O)N(C)C)c2)c1C	-5.4	0.9	-0.7	24.0	5.2	-2.5	14.1	-2.5	19.8	-5.3	68.0
COc1c(C(O)CC(C)C)ccc2c1C(=O)OCc1cc(C)cc(O)c1O2 (stereo not given)	-9.7	-1.9	-0.1	6.3	18.0	1.5	22.1	.	12.3	.	58.0
Cc1nc2ccccc2n1CC(=O)NCCN1CCOCC1	-1.0	0.2	-0.2	10.2	7.9	-2.7	-26.2	2.6	8.7	-3.0	-1.0
CC1=C(C(=O)Nc2ccc(CC(=O)NCc3ccccc3C)cc2)SCCO1	-7.5	8.6	-0.6	-128.9	-102.7	0.6	-57.4	0.2	-53.5	-2.9	39.6
COCCN(C(=O)COC(=O)CCCc1c[nH]c2ccccc12)c1c(N)n(Cc2ccccc2)c(=O)[nH]c1=O	2.2	6.8	9.0	10.4	13.4	.	3.4	-10.1	19.7	-16.1	8.0
CCCCn1c(SCc2nnc(-c3ccccc3)o2)nc2c1c(=O)n(C)c(=O)n2C	-16.1	2.7	-1.3	-36.5	-27.3	2.4	-21.2	-8.1	-11.2	.	47.9
CC(=O)Nc1cccc(C(=O)Oc2cccc(C)c2)c1O	0.3	2.9	4.7	2.4	7.0	-0.8	-20.8	0.6	-5.0	-4.3	0.6
CCOC(=O)CN1C2=NCCCN2c2ccccc21	0.3	-1.0	-1.3	-5.4	16.1	1.4	28.5	6.1	-0.8	-2.4	10.4
